Assay outcomes (PubChem BioAssay)
STK33 kin inh: STK33 kinase inhibitors, primary screen, biochemical, luminescence, ADP-Glo, MBP substrate | AID 2322, 2010 | Serine/threonine-protein kinase 33 (Homo sapiens), Q9BYT3 | inhibition, % at 12.5 µM | 27,000 compounds, 0.44% hits; in the data active = inhibition above about 20%; inconclusive = no clear call, values can overlap the other calls
Target sequence (Q9BYT3 whole entry, looked up): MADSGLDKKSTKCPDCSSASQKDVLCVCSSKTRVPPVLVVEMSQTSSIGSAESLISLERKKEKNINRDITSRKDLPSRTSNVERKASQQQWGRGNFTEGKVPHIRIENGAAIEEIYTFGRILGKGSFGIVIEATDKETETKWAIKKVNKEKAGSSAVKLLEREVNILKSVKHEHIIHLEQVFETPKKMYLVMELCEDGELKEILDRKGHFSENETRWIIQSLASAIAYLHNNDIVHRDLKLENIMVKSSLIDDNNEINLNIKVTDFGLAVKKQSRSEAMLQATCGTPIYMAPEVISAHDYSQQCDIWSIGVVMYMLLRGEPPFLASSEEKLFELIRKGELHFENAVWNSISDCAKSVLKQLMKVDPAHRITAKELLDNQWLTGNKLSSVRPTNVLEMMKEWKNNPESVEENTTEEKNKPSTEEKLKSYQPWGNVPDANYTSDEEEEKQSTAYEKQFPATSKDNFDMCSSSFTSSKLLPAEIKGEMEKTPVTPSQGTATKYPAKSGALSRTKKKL
p53 PUMA act: mutant p53 pathway re-activators, primary screen, cell-based, SW480, luciferase, single point, HTS | SW480 PUMA-promoter luciferase, p53 mutant reactivation | activation, % at 9.98 µM | 28,000 compounds, 1.5% hits; in the data active = activation above about 52%; inconclusive = no clear call, values can overlap the other calls
The depositor's hits bear a star; ? = inconclusive; · = not tested or not shown. Not all compounds are listed; the hit share may differ from the screen's.

SMILES | STK33 kin inh | p53 PUMA act
COc1ccc(S(=O)(=O)N(C)C[C@@H]2Oc3ccc(NS(=O)(=O)c4cn(C)cn4)cc3CC(=O)N([C@@H](C)CO)C[C@H]2C)cc1 | · | 1
CNC[C@H]1Oc2ccc(NC(=O)C3CC3)cc2C(=O)N([C@H](C)CO)C[C@@H]1C | · | 0
O=C(O)[C@]1(Cc2ccccc2)N=C(c2ccc(OCCCO)cc2)O[C@@H]1c1ccccc1 | -1 | ·
C[C@@H]1CN([C@@H](C)CO)C(=O)c2cc(NC(=O)Cc3ccccc3)ccc2O[C@H]1CN(C)CC1CC1 | · | 7
C[C@@H]1CN([C@@H](C)CO)C(=O)c2cccc(NC(=O)Nc3ccc4c(c3)OCO4)c2O[C@H]1CN(C)C(=O)NC1CCCCC1 | · | 0
CC(C)COC(=O)N(C)C[C@@H]1OCc2cn(nn2)CCCC(=O)N([C@@H](C)CO)C[C@H]1C | -4 | ·
C[C@H]1CN([C@@H](C)CO)C(=O)c2cccc(NC(=O)Nc3cccc4ccccc34)c2O[C@H]1CN(C)C(=O)Nc1cccc2ccccc12 | · | -4
Cc1ccc(N(C(C)C(=O)Nc2cc(Cl)cc(Cl)c2)S(C)(=O)=O)cc1C (centres undefined) | 3 | 15
O=C(CSc1nnc(-c2ccco2)n1-c1cccc2ccccc12)Nc1ccc(C(=O)O)cc1 | -1 | 3
Cc1ccc(S(=O)(=O)Nc2ccc3c(c2)C(=O)N([C@@H](C)CO)C[C@H](C)[C@@H](CN(C)S(=O)(=O)c2cccs2)O3)cc1 | -1 | ·
O=C1O[C@H](c2ccccc2)[C@H](c2ccccc2)N2[C@H]1[C@@H](C(=O)N1CCCCCCC1)[C@]1(C(=O)Nc3ccccc31)[C@H]2c1ccc(OCCO)cc1 | 17 | ·
C[C@@H]1CN([C@@H](C)CO)C(=O)CCCn2nncc2CO[C@@H]1CN(C)C(=O)c1cc(-c2ccccc2)on1 | 1 | ·
Cc1noc(C)c1NC(=O)Nc1ccc2c(c1)C(=O)N([C@H](C)CO)C[C@H](C)[C@@H](CN(C)Cc1ccc(Cl)c(Cl)c1)O2 | 3 | ·
C[C@@H]1CCCCO[C@@H](CN(C)C(=O)CCC(F)(F)F)[C@H](C)CN([C@H](C)CO)C(=O)c2cc(NS(=O)(=O)c3ccccc3)ccc2O1 | · | -15
CCOC(=O)Nc1ccc(OCc2nnc3c4ccccc4c(C)nn23)cc1 | -2 | 0
C[C@@H]1CCCCO[C@@H](CN(C)Cc2ccc(Cl)c(Cl)c2)[C@@H](C)CN([C@H](C)CO)C(=O)c2cc(N(C)C)ccc2O1 | -4 | ·
C[C@H](CO)N1C[C@H](C)[C@H](CN(C)Cc2cccnc2)OCc2cnnn2CCCC1=O | 2 | ·
COc1ccc(Cl)c(Cn2c(NC3CCCCC3)nc3c2c(=O)n(C)c(=O)n3C)c1 | -1 | -2
C[C@@H]1CN([C@@H](C)CO)C(=O)c2cc(NC(=O)C3CCCCC3)ccc2O[C@@H](C)CCCCO[C@H]1CN(C)C | · | 7
COc1cc(C(=O)OC[C@@]2(O)CO[C@H](OC3C(CO)OC(Oc4cc(OC)c(OC)c(OC)c4)C(O)C3O)[C@@H]2O)cc(OC)c1O (some centres undefined) | -1 | -26
C[C@H](CO)N1C[C@H](C)[C@@H](CN(C)S(=O)(=O)c2ccccc2)OCCCC[C@H](C)Oc2ccc(NC(=O)Nc3ccccc3)cc2C1=O | · | -16
Cc1noc(C)c1NC(=O)Nc1cccc2c1O[C@H](CN(C)C(=O)Nc1c(C)noc1C)[C@H](C)CN([C@H](C)CO)C2=O | · | 11
N[C@@H](Cc1cc(I)c(Oc2ccc(O)c(I)c2)c(I)c1)C(=O)O | 2 | ·
CC(=O)Nc1cccc(NC(=O)c2cc(-c3cccnc3)nc3ccc(Br)cc23)c1 | 2 | 10
O=C1NC(=S)N(S(=O)(=O)c2cccc3cccnc23)C1Cc1ccccc1 (centres undefined) | 1 | -18

Sorted by SMILES length (ascending): part of the list above.
SMILES | STK33 kin inh | p53 PUMA act
C[C@@H]1CN([C@@H](C)CO)C(=O)CCCn2nncc2CO[C@@H]1CN(C)C(=O)c1cc(-c2ccccc2)on1 | 1 | ·
C[C@@H]1CN([C@@H](C)CO)C(=O)c2cccc(NC(=O)Nc3ccc4c(c3)OCO4)c2O[C@H]1CN(C)C(=O)NC1CCCCC1 | · | 0
O=C1O[C@H](c2ccccc2)[C@H](c2ccccc2)N2[C@H]1[C@@H](C(=O)N1CCCCCCC1)[C@]1(C(=O)Nc3ccccc31)[C@H]2c1ccc(OCCO)cc1 | 17 | ·

Next part:
SMILES | STK33 kin inh | p53 PUMA act
Cc1nn(CC(O)COc2ccc3cc(Br)ccc3c2)c(C)c1Cl (centres undefined) | -5 | 7
C[C@H]1CN([C@@H](C)CO)C(=O)c2cccc(NS(C)(=O)=O)c2O[C@@H]1CN(C)Cc1ccc(Cl)c(Cl)c1 | · | -19
C[C@@H]1CCCCO[C@H](CN(C)C(=O)Nc2cccc3ccccc23)[C@@H](C)CN([C@H](C)CO)C(=O)c2cc(N(C)C)ccc2O1 | -1 | 2
C[C@H]1CN([C@@H](C)CO)C(=O)Cc2cc(NS(=O)(=O)c3ccc(Cl)cc3)ccc2O[C@@H]1CN(C)Cc1ccccc1 | -4 | ·
COc1cc(C(C)=O)ccc1OCC(O)Cn1nc(C)cc1C (centres undefined) | 3 | 16
C[C@@H]1CN([C@H](C)CO)C(=O)Cc2cc(NC(=O)Cc3ccccc3)ccc2O[C@H]1CN(C)C(=O)Nc1ccc(F)cc1 | 1 | ·
C[C@@H]1CCCCO[C@@H](CN(C)C(=O)Nc2ccccc2)[C@H](C)CN([C@H](C)CO)C(=O)c2cc(NC(=O)C3CCCCC3)ccc2O1 | · | -29
Cc1ccc(NC(=O)COc2ccc(Br)cc2Cl)c([N+](=O)[O-])c1 | -3 | 82*
C[C@@H]1CN([C@H](C)CO)C(=O)c2cc(-c3cccnc3)cnc2O[C@H]1CN(C)C(=O)Nc1ccc(F)cc1 | · | 18
COc1c(O[C@@H]2O[C@H](CO[C@H]3OC[C@](O)(CO)[C@H]3O)[C@@H](O)[C@H](O)[C@H]2O)cc2occ(-c3ccc(O)cc3)c(=O)c2c1O | -1 | 22
Cc1ccc2c(c1)CCCN2C(=O)c1scc(S(=O)(=O)c2ccc(Cl)cc2)c1C | · | -9
C[C@@H]1CCCCO[C@H](CN(C)Cc2ccccc2)[C@@H](C)CN([C@@H](C)CO)C(=O)c2cc(NC(=O)CCC(F)(F)F)ccc2O1 | · | -3
COc1ccc(-c2nnc3c4ccccc4c(C)nn23)cc1S(N)(=O)=O | 1 | 27
O=C(CSc1nc2ccccc2[nH]1)Nc1c(Cl)cccc1Cl | -1 | 4
N#Cc1c(NC(=O)CSc2nnc(N)s2)sc2c1CCCC2 | 1 | 8
COc1ccc(C)cc1NC(=O)CN(C1CCCCC1)S(=O)(=O)c1ccc(Cl)cc1 | -1 | -8
O=C(CC1(O)C(=O)N(Cc2cccc3ccccc23)c2ccccc21)c1ccccn1 (centres undefined) | 9 | -6
O=C(COc1ccc(Cl)cc1)NC(=S)Nc1ccccc1[N+](=O)[O-] | -1 | 0
Cc1ccc(S(=O)(=O)N(C)C[C@@H]2Oc3ccc(NC(=O)Cn4cnnn4)cc3CC(=O)N([C@H](C)CO)C[C@H]2C)cc1 | 0 | ·
COC(=O)c1ccccc1S(=O)(=O)NC(=O)c1ccccc1 | -3 | -7
C[C@H]1CN([C@@H](C)CO)C(=O)Cc2cc(NS(=O)(=O)c3cccs3)ccc2O[C@H]1CN(C)CC1CC1 | · | 8
Cc1noc(C)c1S(=O)(=O)Nc1ccc2c(c1)C(=O)N([C@@H](C)CO)C[C@@H](C)[C@H](CN(C)C(=O)CCC(F)(F)F)OCCCC[C@H](C)O2 | · | -11
C[C@@H]1CN([C@H](C)CO)C(=O)Cc2cc(N(C)C)ccc2O[C@@H]1CN(C)S(=O)(=O)c1ccccc1 | -5 | 2
Cc1ccc(C2=NC(C(F)(F)F)(C(F)(F)F)N=C3SCCN32)cc1 | · | -1
C[C@@H]1CN([C@@H](C)CO)C(=O)CCCn2cc(nn2)CO[C@H]1CN(C)Cc1ccc2c(c1)OCO2 | 0 | 2

Copied from the list.
In p53 PUMA act, CC(=O)Nc1cccc(NC(=O)c2cc(-c3cccnc3)nc3ccc(Br)cc23)c1 is entered as 10
In STK33 kin inh, Cc1nn(CC(O)COc2ccc3cc(Br)ccc3c2)c(C)c1Cl (centres undefined) is entered as -5
In STK33 kin inh, O=C(COc1ccc(Cl)cc1)NC(=S)Nc1ccccc1[N+](=O)[O-] is entered as -1

Next part
SMILES | STK33 kin inh | p53 PUMA act
Cc1ccc(NC(=O)CSc2nc3ccccc3o2)cc1Cl | -1 | 44
COc1ccc(I)cc1S(=O)(=O)NCc1ccccn1 | -1 | -4
C[C@H]1CN([C@@H](C)CO)C(=O)c2ccccc2-c2ccccc2CO[C@H]1CN(C)S(=O)(=O)CC(F)(F)F | · | 13
CCn1c(SCC(=O)Nc2ccc(Cl)cc2C)nnc1-c1ccc(Cl)cc1 | 1 | 8
Cc1cc(C)nc(Nc2n[nH]c(COc3ccccc3)n2)n1 | 1 | ?
C[C@H](CO)N1C[C@H](C)[C@@H](CN(C)Cc2ccc(Oc3ccccc3)cc2)Oc2c(NS(=O)(=O)c3cccs3)cccc2C1=O | · | -1
COc1ccc(S(=O)(=O)Nc2ccc3c(c2)CC(=O)N([C@H](C)CO)C[C@@H](C)[C@@H](CN(C)S(=O)(=O)c2ccc(Cl)cc2)O3)cc1 | 3 | ·
Cc1noc(C)c1NC(=O)N(C)C[C@@H]1OCCCC[C@H](C)Oc2ccc(NC(=O)CCC(F)(F)F)cc2C(=O)N([C@H](C)CO)C[C@H]1C | · | -3
C[C@H](CO)N1C[C@H](C)[C@@H](CN(C)CC2CC2)Oc2ccc(NC(=O)c3ccncc3)cc2CC1=O | · | 1
O=C(Nc1ccccc1C(=O)O)c1cccc(S(=O)(=O)Nc2cccc(C(F)(F)F)c2)c1 | -2 | 7
O=c1c(O[C@@H]2OC[C@H](O)[C@H](O)[C@H]2O)c(-c2ccc(O)c(O)c2)oc2cc(O)cc(O)c12 | 8 | 3
CC(=O)c1ccc(NC(=O)CSc2nc(O)c(-c3ccccc3)c(=O)[nH]2)cc1 | -3 | 29
Cn1c(SCC(=O)c2ccc(Cl)cc2)nnc1-c1ccccc1O | 1 | 31
C[C@H]1CN([C@@H](C)CO)C(=O)c2cc(NC(=O)Cc3cn(C)c4ccccc34)ccc2O[C@H]1CN(C)Cc1ccc(C(F)(F)F)cc1 | 3 | ·
COc1ccc(CN(C)C[C@@H]2Oc3ccc(NC(=O)Nc4ccc5c(c4)OCO5)cc3C(=O)N([C@H](C)CO)C[C@H]2C)cc1 | · | -8
C[C@@H]1CN([C@H](C)CO)C(=O)c2cccc(NC(=O)c3ccncc3)c2O[C@H]1CN(C)C(=O)Nc1cccc2ccccc12 | · | 2
Cc1c(Cl)cccc1NC(=O)CCC(=O)O | -1 | -9
C[C@H]1CN([C@@H](C)CO)C(=O)Cc2cc(N(C)C)ccc2O[C@H]1CN(C)Cc1ccc(C(F)(F)F)cc1 | · | -3
C[C@H]1CN([C@@H](C)CO)C(=O)c2cc(C#CC3CC3)cnc2O[C@H]1CN(C)C(=O)c1ccncc1 | · | -7
C[C@H](CO)N1C[C@H](C)[C@@H](CN(C)Cc2cccc(O)c2)OCc2cn(nn2)CCCC1=O | 6 | ·
C[C@@H]1CN([C@@H](C)CO)C(=O)Cc2cc(NC(=O)Nc3ccccc3)ccc2O[C@@H]1CN(C)S(=O)(=O)c1cccs1 | -1 | ·
C[C@H](CO)N1C[C@H](C)[C@H](CN(C)S(=O)(=O)c2ccccc2)Oc2ccc(NC(=O)Nc3ccc(F)cc3)cc2C1=O | 1 | ·
CC(C)(C)c1cc(-c2csc(-c3ccno3)n2)cc(C(C)(C)C)c1O | · | -8
CCc1cccc(C)c1NC(=O)CSc1nnc(-c2ccncc2)n1-c1ccc(C)cc1 | 3 | -11
CC1=CC(CC2(C)OC2COc2c3occc3cc3ccc(=O)oc23)OC1=O (centres undefined) | 1 | ·

Part of the list above, as labelled records:
C[C@H](CO)N1C[C@H](C)[C@H](CN(C)S(=O)(=O)c2ccccc2)Oc2ccc(NC(=O)Nc3ccc(F)cc3)cc2C1=O
  STK33 kin inh: 1; p53 PUMA act: ·
CC(C)(C)c1cc(-c2csc(-c3ccno3)n2)cc(C(C)(C)C)c1O
  STK33 kin inh: ·; p53 PUMA act: -8
CCc1cccc(C)c1NC(=O)CSc1nnc(-c2ccncc2)n1-c1ccc(C)cc1
  STK33 kin inh: 3; p53 PUMA act: -11
CC1=CC(CC2(C)OC2COc2c3occc3cc3ccc(=O)oc23)OC1=O (centres undefined)
  STK33 kin inh: 1; p53 PUMA act: ·

(cont.)
SMILES | STK33 kin inh | p53 PUMA act
C[C@H]1CN([C@@H](C)CO)C(=O)Cc2cc(NC(=O)Cn3cnnn3)ccc2O[C@@H]1CN(C)Cc1ccc2c(c1)OCO2 | -1 | ·
CCn1c(SCC(=O)Nc2ccc(Br)cc2F)nnc1-c1ccccc1Cl | 6 | -9
C[C@@H]1CN([C@H](C)CO)C(=O)Cc2cc(NS(=O)(=O)c3cccs3)ccc2O[C@H]1CN(C)Cc1ccc(Cl)c(Cl)c1 | 1 | ·
CC(=O)CSc1nc(N(C)C)nc(N(C)C)n1 | 4 | -7
C[C@H](NC(=O)C[C@H]1C[C@@H]2c3cc(NC(=O)Cc4ccncc4)ccc3O[C@@H]2[C@@H](CO)O1)c1ccccc1 | · | 13
C=C[C@@](C)(O)CC/C=C(\C)C(=O)O[C@@H]1[C@@H]2O[C@]2(C)[C@H]2[C@H](O[C@@H]3O[C@H](CO)[C@@H](O)[C@H](O)[C@H]3O)OC=C[C@@]12O | 0 | 5
Cc1ccc2nc(SCC(=O)NCc3ccccc3)[nH]c2c1 | 2 | 9
Cc1ccc(NC(=O)C(C)n2nc([N+](=O)[O-])c(Br)c2C)cc1Cl (centres undefined) | -1 | 2
O=C(O)CSc1nnc2n(CCc3ccccc3)c(=O)c3c4c(sc3n12)CCCC4 | -1 | -13
Cc1ccc(CCC(=O)Nc2cc(Cl)cc(Cl)c2)o1 | 1 | ?
